Bioassay records: PubChem BioAssay, several laboratories
UHRF1 binding = blocks human UHRF1 binding to methylated DNA; UHRF1 binding to methylated oligo, TR-FRET; inhibition, % at 4.4 µM; actives 0.75% (n = 370,000); AID 687016; in the data active = inhibition above about 21%;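 note: UHRF1 SRA domain binding a hemimethylated CpG hairpin DNA probe; 0% = median of test compound wells and 100% = reference inhibitor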
PRMT1 FP inh = inhibitors of human PRMT1; Q99873; recombinant PRMT1, activity-based probe fluorescence polarization; inhibition, % at 2.79 µM; actives 1.3% (n = 370,000);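 active = inhibition above about 21% made by adding two undisclosed values, limit read from the data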
rCAG binder = r(CAG) repeat RNA binding; AID 651821; actives 1.3% (n = 370,000); TO-PRO-1 dye displacement fluorescence; inhibition, % at 3 µM;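 active = inhibition above the plate cutoff, the mean of all test compounds on that plate plus 3 SD, cut at about 35% in these data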;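 note: 0% = DMSO alone and 100% = 100 µM mitoxantrone as full dye displacement; higher means more dye released from RNA so lower well fluorescence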
TCR CD3 inh = inhibitors of human TCR-CD3 interaction; AID 651800; actives 0.37% (n = 360,000); inhibition, % at 9.4 µM; TAMRA-labeled TCR probe fluorescence, biochemical; in the data active = inhibition above about 19%;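 note: recombinant mutant TCR 2C K166C tagged with TAMRA read by polarization; 0% = receptor in buffer alone and 100% = receptor with positive control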
SIAE primary = inhibitors of human sialic acid acetylesterase SIAE. Q9HAT2. SIAE FP-Rh probe binding, fluorescence polarization. inhibition, % at 9.66 µM. actives 0.69% (n = 370,000). AID 1053197;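 active = inhibition above a cutoff: mean of compounds within the control limits plus 3 SD of those, cut at about 17% in these data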;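 note: 0% = plate median of compound wells and 100% = probe without SIAE protein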
HTRA1 inh = HTRA1 (human) protease inhibition. Q92743. recombinant HTRA1, FP-rhodamine activity-based probe, fluorescence polarization. inhibition, % at 5.96 µM. actives 0.5% (n = 340,000). AID 504803; in the data active = inhibition above about 36%;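 note: 0% = enzyme with DMSO and 100% = wells lacking enzyme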
NPR2 activator = GC-B (human) receptor activation. P20594. HEK293-GC-B cells, CNP EC30, cGMP TR-FRET; 0% at EC30 CNP, 100% saturating CNP. activation, % at 10 µM. actives 0.11% (n = 370,000);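 active = activation at 10 µM reaching about 35% in either raw or pattern-adjusted values, limit read from the data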
Target sequence (P20594 whole entry, looked up): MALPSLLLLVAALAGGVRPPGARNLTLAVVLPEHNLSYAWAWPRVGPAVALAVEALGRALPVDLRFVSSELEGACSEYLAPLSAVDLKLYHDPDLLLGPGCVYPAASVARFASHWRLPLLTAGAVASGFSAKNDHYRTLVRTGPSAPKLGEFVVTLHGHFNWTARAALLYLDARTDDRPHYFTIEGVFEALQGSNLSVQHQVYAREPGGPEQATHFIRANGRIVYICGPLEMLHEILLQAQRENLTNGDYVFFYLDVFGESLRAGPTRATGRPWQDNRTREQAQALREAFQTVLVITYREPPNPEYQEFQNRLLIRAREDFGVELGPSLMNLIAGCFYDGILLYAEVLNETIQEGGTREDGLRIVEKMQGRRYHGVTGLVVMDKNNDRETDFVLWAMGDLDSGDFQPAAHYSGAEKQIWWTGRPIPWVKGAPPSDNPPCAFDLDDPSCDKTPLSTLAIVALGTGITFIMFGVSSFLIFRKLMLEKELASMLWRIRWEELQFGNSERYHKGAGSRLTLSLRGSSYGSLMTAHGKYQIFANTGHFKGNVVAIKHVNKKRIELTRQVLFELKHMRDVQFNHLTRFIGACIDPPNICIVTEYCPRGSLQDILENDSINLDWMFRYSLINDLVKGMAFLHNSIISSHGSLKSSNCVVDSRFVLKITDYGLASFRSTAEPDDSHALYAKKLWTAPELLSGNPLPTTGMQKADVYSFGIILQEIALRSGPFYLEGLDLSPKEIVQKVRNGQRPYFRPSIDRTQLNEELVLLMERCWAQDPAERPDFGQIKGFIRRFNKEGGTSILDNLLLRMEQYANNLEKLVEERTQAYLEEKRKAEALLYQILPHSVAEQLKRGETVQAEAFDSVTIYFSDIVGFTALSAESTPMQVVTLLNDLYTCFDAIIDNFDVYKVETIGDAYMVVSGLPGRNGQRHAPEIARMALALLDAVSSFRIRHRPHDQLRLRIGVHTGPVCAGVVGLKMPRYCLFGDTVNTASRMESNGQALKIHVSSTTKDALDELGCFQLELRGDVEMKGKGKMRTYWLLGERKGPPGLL
MBD2 inh = blocks human MBD2 binding to methylated DNA; Q9UBB5; TR-FRET, MBD2 binding to methylated oligonucleotide; inhibition, % at 4.4 µM; actives 0.31% (n = 370,000); AID 686964; in the data active = inhibition above about 13%
mABHD4 FP = inhibitors of mouse ABHD4. Q8VD66. purified mABHD4, FP-Rh probe fluorescence polarization. inhibition, % at 8.92 µM. actives 0.54% (n = 370,000). AID 720543;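 active = inhibition exceeding the mean over every tested compound plus 3 SD, cut at about 30% in these data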;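 note: 0% = plate median of compound wells and 100% = S159A mutant with DMSO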
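system = mouse ABHD4 enzyme, wild type | medium = HEPES pH 7.0, NaCl, Pluronic buffer | also added = FP-Rh probe | incubation = Enzyme–compound pre-incubation 45 min, then probe 60 min, both 25 °C | technique = fluorescence polarization, excitation 525 nm, emission 598 nm, BODIPY TMR filters | controls = S159A mutant high control, sample median low control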
NPR1 activator = GC-A (human) enzyme activation; HEK293 GC-A cells, cGMP TR-FRET, EC30 ANP; 0% at EC30 ANP, 100% saturating ANP; activation, % at 10 µM; actives 0.14% (n = 370,000); AID 1671463; in the data active = activation above about 40%
Starred values were filed as active, the others as inactive; nt = no result given. Not all compounds are listed; the hit share may differ from the screen's.

Start of the listing, in advance:
Compound,UHRF1 binding,PRMT1 FP inh,rCAG binder,TCR CD3 inh,SIAE primary,HTRA1 inh,NPR2 activator,MBD2 inh,mABHD4 FP,NPR1 activator
CCOC(=O)c1c(C)nc2c(c1-c1cc(OC)c(OC)c(OC)c1)C(=O)c1ccccc1-2,5,-3,3,-5,8,-1,5,2,-4,2
Cc1sc2ncn(CC(=O)N3CCN(c4ccccn4)CC3)c(=O)c2c1S(=O)(=O)N1CCCCC1,2,1,2,-7,-1,3,0,2,6,-5
O=C(Nc1ccc(Cl)cc1)c1csc([C@@H]2C[C@H](O)[C@@H](CO)O2)n1,0,-8,1,1,1,nt,-9,-4,0,27

This part in full, from the first entry:
Compound,UHRF1 binding,PRMT1 FP inh,rCAG binder,TCR CD3 inh,SIAE primary,HTRA1 inh,NPR2 activator,MBD2 inh,mABHD4 FP,NPR1 activator
CCOC(=O)c1c(C)nc2c(c1-c1cc(OC)c(OC)c(OC)c1)C(=O)c1ccccc1-2,5,-3,3,-5,8,-1,5,2,-4,2
Cc1sc2ncn(CC(=O)N3CCN(c4ccccn4)CC3)c(=O)c2c1S(=O)(=O)N1CCCCC1,2,1,2,-7,-1,3,0,2,6,-5
O=C(Nc1ccc(Cl)cc1)c1csc([C@@H]2C[C@H](O)[C@@H](CO)O2)n1,0,-8,1,1,1,nt,-9,-4,0,27
Cc1ccc(NC(=O)Nc2ccc3c(c2)[C@]2(CC(=O)N(CC(C)C)C2c2ccccc2)C(=O)N3C)cc1Cl (stereo not given in full),9,-4,8,nt,15,nt,11,5,1,-5
COc1ccc2[nH]c3c(c2c1)CCN1C(=O)C(CC(=O)NCCc2ccccn2)C[C@H](C(=O)N(C(C)C)C(C)C)[C@@]31C (stereo not given in full),2,0,0,5,2,7,2,1,5,1
CN(c1cccc(NC(=O)c2ccc(C(C)(C)C)cc2)c1)S(C)(=O)=O,23*,3,-5,-5,-3,-9,0,3,-11,-2
CN1C(=O)/C(=C/c2ccc(OCc3ccccc3F)cc2)N(C)C1=S,2,-6,0,-2,6,5,0,-4,1,0
O=C(CCc1nc(-c2ccccc2)no1)NCc1ccco1,4,1,5,2,-4,-8,-7,-5,-3,2
CCc1ccc(/C=C(\C)C(=O)c2c(C)cc(C)[nH]c2=O)cc1,0,0,-8,3,7,1,-3,-7,1,0
Cc1cccc(N(CC(=O)NC2CCCC2)C(=O)CCC(=O)Nc2nc(C)cs2)c1,0,0,-9,5,-2,5,-2,0,2,1
O=C1C[C@@H](c2ccccc2)N=C2N(CC3CC3)C/C(=C/c3ccccc3)N12,-3,-1,4,nt,2,nt,-6,4,4,0
O=C(CC(n1cncn1)C(Cl)(Cl)Cl)c1ccc([N+](=O)[O-])cc1 (stereo not given),1,15,-1,-1,6,0,-3,-1,2,-5
CCc1nc2ccccc2c(C(=O)OC2CCCCC2=O)c1C (stereo not given),-2,0,-1,-5,-5,-3,-2,1,0,-2
CCOC(=O)c1ccc(N=Cc2c(O)c3ccccc3oc2=O)cc1,-2,3,10,-5,-28,-12,2,4,1,8
CCOc1ccc(NCc2cccn2-c2nnc(N3CCC(C(=O)NCCCN4CC(C)CC(C)C4)CC3)s2)cc1 (stereo not given),-2,0,-6,0,3,4,-3,-5,4,0

Next part.
Compound,UHRF1 binding,PRMT1 FP inh,rCAG binder,TCR CD3 inh,SIAE primary,HTRA1 inh,NPR2 activator,MBD2 inh,mABHD4 FP,NPR1 activator
COc1ccccc1CNC(=O)[C@H](NC(=O)C1CCN(C(=O)[C@@H](N)CCSC)CC1)C(C)C,0,0,-1,8,2,-1,-7,0,4,1
N#Cc1c(-c2ccco2)cc(-c2ccc(F)cc2)nc1N,-1,18,27,-1,-11,-27,5,3,-3,-5
CC(=O)Nc1ccc2c(c1)CCC2=O,3,0,-1,1,-3,-2,-1,-1,-6,-3
Cc1ccc(C(=O)NCCc2nnc(SCC(=O)Nc3nc(-c4ccccc4)cs3)n2C)cc1,-1,-1,2,8,-2,0,-5,-4,-4,1
CCOc1ccc(Oc2c(/C=N/NC(=O)C3CC3)c(C)nn2-c2ccccc2)cc1,4,3,5,-3,-4,-15,34,10,-16,39
O=S(=O)(NCc1ccc(Cl)cc1)c1cnc[nH]1,5,2,-2,-6,-1,6,4,0,4,-2
CCOC(=O)N1CCN(c2nc3ccccc3nc2C(C#N)C(=O)NCCc2ccccc2)CC1 (stereo not given),-1,-2,2,4,6,-6,-3,2,1,0
N#Cc1cc2c(nc1SCC(=O)N1CCCCC1)CCCCC2,-1,9,-6,1,2,-2,-4,-6,-11,-4
NC(=O)C1CCN(C(=O)Cc2ccsc2)CC1,1,0,-1,7,-2,1,0,0,0,0
O=C(CN1C(=O)NC2(CCCCCC2)C1=O)N1CCN(S(=O)(=O)c2ccccc2)CC1,-2,5,0,3,-9,2,-1,1,4,5
COc1ccc(NC(=O)CCNC(=O)C2CCN(S(=O)(=O)c3ccc(OC)cc3)CC2)cc1,0,-2,-1,2,-3,-5,-2,-2,-5,-2
CN1CCN(C(=O)c2cc(=O)c3cc(Cl)cc(Cl)c3o2)CC1,-1,-1,-6,3,2,-2,2,-4,-5,-1
CC12CCC(=O)N1C(C(=O)NCCN1C(=O)S/C(=C\c3ccc(F)cc3)C1=O)CS2 (stereo not given),-3,4,-1,-4,-4,-6,1,-4,-4,1
CC(=O)N(C)C[C@@H]1Oc2cc(Br)ccc2S(=O)(=O)N([C@H](C)CO)C[C@@H]1C,1,4,4,0,1,nt,-4,4,2,-5
O=C(Nc1cc(Cl)ccc1F)C1=COCCO1,0,-2,1,-2,-1,-3,2,3,-3,2

The list goes on:
Compound,UHRF1 binding,PRMT1 FP inh,rCAG binder,TCR CD3 inh,SIAE primary,HTRA1 inh,NPR2 activator,MBD2 inh,mABHD4 FP,NPR1 activator
Cc1oc(-c2ccc(-c3ccccc3)cc2)nc1CN1CCN(CC(=O)N(C)C)CC1,-2,1,-2,-6,4,12,1,-8,2,-5
Cc1cc(C)c(C#N)c(SCc2nnc(-c3ccccc3)o2)n1,-1,0,-3,7,-1,-11,3,2,-6,6
O=C(C1CC(=O)N(C2CCCCC2)C1)N1CCN(c2cccc(C(F)(F)F)c2)CC1 (stereo not given),-3,3,-4,7,-11,-1,1,-1,-5,0
C[C@H](NC(=O)C1CC(=O)N(c2ccc3c(c2)OCO3)C1)C(=O)NC1CCCCC1 (stereo not given in full),2,0,-2,2,3,1,1,-5,4,4
NC(Cc1c[nH]c2ccccc12)C(=O)NCc1ccccc1 (stereo not given),25*,-2,1,-6,-3,-3,-3,-2,-5,-6
CC1Cn2c(nnc2-c2cc3ccccc3cc2O)S1 (stereo not given),2,2,-1,-11,2,16,-8,-1,4,-6
Cc1nnc(N2CCN(Cc3ccccc3)CC2)[nH]c1=O,2,-5,2,6,-1,4,0,-2,5,2
CC(Oc1ccc(-c2nnco2)cc1)C(=O)N1CCOCC1 (stereo not given),-1,-2,-12,-2,4,3,-6,2,-2,5
CCN(C(=O)CSc1nc2ccccc2n1CCc1ccccc1)C1CCS(=O)(=O)C1 (stereo not given),-1,0,-2,0,0,4,-1,1,9,-1
CC(C)C(NC(=O)OCc1ccccc1)C(=O)NCc1ccc(C(=O)O)cc1 (stereo not given),3,3,-4,-4,1,2,-3,1,6,-4
CC1(C)C2([N+](=O)[O-])CN(CCO)CC1([N+](=O)[O-])CN(CCO)C2,1,-1,0,-4,2,0,7,0,4,-1
O=C(c1cc(C2CCCCN2S(=O)(=O)c2ccccc2)on1)N1CCOCC1 (stereo not given),0,-2,0,6,-1,nt,11,-1,0,2
C[C@@H]1CCC[C@@]2(O[C@H](CCO)C[C@H](O)[C@H]2O)O1,-1,-1,-1,9,0,3,5,-4,4,4
CC(=O)c1ccc(NC(=O)COC(=O)CC2CC3CCC2C3)cc1 (stereo not given),-2,1,-1,-3,5,-14,-3,3,0,-3
COc1ccc(OC)c(N(CC(=O)Nc2cccnc2)S(=O)(=O)c2ccccc2)c1,3,-3,-3,-3,2,-3,-2,4,-3,-8

Later entries.
Compound,UHRF1 binding,PRMT1 FP inh,rCAG binder,TCR CD3 inh,SIAE primary,HTRA1 inh,NPR2 activator,MBD2 inh,mABHD4 FP,NPR1 activator
O=c1[nH]nc(-c2ccc([N+](=O)[O-])o2)c(=O)[nH]1,-2,-1,1,3,-3,2,-1,3,6,1
Oc1cc(Cl)cc(Cl)c1Cl,-2,-1,1,3,0,5,1,-1,-3,0
CSc1ccc(CN2CCC(C)(Oc3cccc(Cl)c3)C2)cc1 (stereo not given),-1,-3,-2,-5,5,nt,3,-1,-3,2
COc1cccc(C(=O)/C=C/Nc2ccc(S(=O)(=O)Nc3cccc(C(C)=O)c3)cc2)c1,-1,-3,20,6,-20,-60,-7,-5,-16,-13
Cc1csc(NC(=O)Cc2c[nH]c3ccccc23)n1,-1,2,4,-2,1,-4,0,-1,7,5
CCOc1ccc(C(=O)Nc2nnc(C)s2)cc1OCC,0,0,-1,1,-1,2,3,5,0,3
Cc1ccc(C)c(-n2c(-c3csc(C)c3C)n[nH]c2=S)c1,-1,8,7,3,5,0,-1,4,2,-5
CCCC(C)C(=O)Nc1ccc(NC(C)=O)cc1 (stereo not given),0,-1,1,7,-5,-1,5,5,9,-1
CSc1ccc(-c2cccc3nncn23)cc1,-1,4,1,-1,-3,nt,-1,1,6,1
Cc1cccc(-c2cc(C(=O)N/N=C/c3cccnc3)c3ccccc3n2)c1,-1,4,12,-1,-22,-31,6,1,-14,1
Cc1cc2cc(C(c3nnnn3C3CCCC3)N(Cc3cccnc3)Cc3ccco3)c(=O)[nH]c2cc1C (stereo not given),-6,11,16,6,0,-6,0,-2,5,1
Cc1ccc(-c2ccc(=O)n(CCC(=O)N3CCN(c4ccccc4)CC3)n2)cc1,0,1,-6,2,-12,3,0,-1,-4,-8
O=S(=O)(NCC(c1ccccc1)N1CCC(O)CC1)c1ccc(Cl)cc1 (stereo not given),-1,1,-2,-1,-2,1,-8,-3,0,-24
CCCc1cc2c(cc1NC(=O)c1ccccc1C)OCO2,-1,0,0,-1,-2,4,-9,-3,0,7
COC(=O)C1C(=O)/C(=C/N(C)C)C(=O)CC1(C)C (stereo not given),0,-5,-1,5,-4,-7,-3,-3,-3,4

Other structures.
Compound,UHRF1 binding,PRMT1 FP inh,rCAG binder,TCR CD3 inh,SIAE primary,HTRA1 inh,NPR2 activator,MBD2 inh,mABHD4 FP,NPR1 activator
CCn1c(=O)cc(SCC(=O)N2CCN(c3ccccn3)CC2)c2ccccc21,3,1,-7,-2,2,-5,3,-3,-3,-5
O=C1CCC(C(=O)OCC(=O)c2c[nH]c3ccccc23)=NN1,1,0,1,4,2,-3,-3,-4,4,2
NC(=O)c1ccccc1NC(=O)c1ccccc1F,3,1,5,-3,3,-3,5,-5,-1,2
CC(C)CC(=O)Nc1ccc(-c2nc3ccccc3c(=O)[nH]2)cc1,3,3,0,-2,-3,-1,-2,1,0,-1
C[C@@H]1CN([C@H](C)CO)C(=O)CCCn2nncc2CO[C@@H]1CN(C)S(=O)(=O)c1cccs1,-3,-1,2,-4,10,-3,2,-3,5,0
C[C@H](NC(=O)Cc1cccc2ccccc12)C(=O)NCc1ccccc1,5,8,-6,-11,-13,-10,-2,7,-12,-2
CCOC(=O)[C@@H](CCc1ccccc1)N[C@@H](C)C(=O)N1CCC[C@H]1C(=O)O,1,-3,0,nt,-5,nt,11,2,0,4
O=C(NCC(F)(F)F)c1ccc(S(=O)(=O)N2CCN(C(=O)C3CCCO3)CC2)cc1 (stereo not given),-1,70*,-1,8,1,0,3,3,10,-1
